Source: PubChem BioAssay (several laboratories)
CAL PDZ FP: inhibitors of human CAL PDZ peptide binding. purified CAL PDZ, TMR-peptide fluorescence polarization, 1 h. actives 0.02% (n = 330,000). inhibition, % at 20 µM;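 active = highest replicate inhibition of at least 40%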;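 note: plate controls were DMSO neutral control wells for no effect and unlabeled competitor peptide control wells for full effect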
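System: tagged CAL PDZ domain. Schedule: 1 h room-temperature incubation prior to read. Signal: fluorescence polarization (mP). Measure: percent inhibition from loss of millipolarization.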
Wnt act: activators of Wnt/beta-catenin signaling. Wnt/beta-catenin reporter cell assay, activator, plate reader. actives 1.2% (n = 300,000). activation, % at 9.35 µM; in the data active = activation above about 30%, passing the limit was not always enough;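 note: 0% = neutral control wells and 100% = positive control wells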
AddAB inh: less growth of phage-infected E. coli with AddAB; inhibition, % at 11.9 µM; AID 435030; actives 0.29% (n = 330,000); E. coli expressing H. pylori AddAB, absorbance growth; in the data active = inhibition above about 12%;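 note: 0% = vehicle wells of infected cells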
phage Ecoli inh: E. coli growth loss with phage present | growth absorbance | actives 0.26% (n = 360,000) | inhibition, % at 11.9 µM; in the data active = inhibition above about 11%
Ecoli viability: bacterial growth inhibition, counter-screen for AddAB inhibitors. E. coli V3065 growth, OD600 absorbance, 18 h. inhibition, % at 11.9 µM. actives 0.27% (n = 330,000). AID 449728;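 active = inhibition above the campaign's mean inhibition across all tested compounds plus 3 SD, cut at about 9.9% in these data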;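 note: uninfected addAB+ strain grown without phage in ampicillin broth; 0% = DMSO wells and 100% = ciprofloxacin 0.95 µg/ml wells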
Tat transport: E. coli Tat transport inhibition; E. coli MC4100 TorA-mCherry Tat export, fluorescence; inhibition, % at 10 µM; actives 0.036% (n = 340,000); AID 488895;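 active = mean replicate inhibition at least 50% and at least half of replicates individually reaching 50%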;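 note: exported cargo escapes ClpAP degradation while cytoplasmic cargo is degraded and loses fluorescence; 0% = median of neutral control wells and 100% = median of NaSCN control wells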
DAGLB inhibitor: blocks human DAGLB lipase activity; actives 0.059% (n = 340,000); inhibition, % at 5.17 µM; Q8NCG7; HEK293T DAGLB membrane lysate, EnzChek fluorogenic substrate; in the data active = inhibition above about 34%;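 note: 0% = enzyme with vehicle and 100% = wells lacking enzyme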
Target sequence (Q8NCG7 whole entry, looked up): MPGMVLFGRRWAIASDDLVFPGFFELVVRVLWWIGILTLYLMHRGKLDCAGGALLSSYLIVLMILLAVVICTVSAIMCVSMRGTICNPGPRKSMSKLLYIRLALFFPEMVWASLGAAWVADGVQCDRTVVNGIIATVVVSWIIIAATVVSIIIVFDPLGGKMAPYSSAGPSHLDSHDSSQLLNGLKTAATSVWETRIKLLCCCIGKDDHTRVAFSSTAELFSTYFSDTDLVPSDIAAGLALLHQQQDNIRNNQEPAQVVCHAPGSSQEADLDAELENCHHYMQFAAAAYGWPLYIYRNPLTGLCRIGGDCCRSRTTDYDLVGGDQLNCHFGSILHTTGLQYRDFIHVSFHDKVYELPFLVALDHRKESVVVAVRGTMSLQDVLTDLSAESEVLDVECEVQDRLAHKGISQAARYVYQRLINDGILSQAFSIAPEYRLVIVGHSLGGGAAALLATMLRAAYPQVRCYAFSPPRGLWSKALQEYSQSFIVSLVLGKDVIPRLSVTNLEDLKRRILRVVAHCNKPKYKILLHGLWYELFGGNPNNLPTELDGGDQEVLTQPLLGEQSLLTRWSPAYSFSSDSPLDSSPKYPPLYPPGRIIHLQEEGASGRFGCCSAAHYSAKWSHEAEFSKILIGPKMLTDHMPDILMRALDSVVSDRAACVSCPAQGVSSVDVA
PfHsp90 set2: inhibits growth of yeast expressing Plasmodium falciparum Hsp90. inhibition, % at 9.4 µM. S. cerevisiae expressing PfHsp90, BacTiter-Glo ATP, 48 h; yeast lacking PDR1 and PDR3 efflux regulators. actives 0.32% (n = 310,000);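 active = every replicate shows inhibition above about 80%, whatever the replicate mean, limit read from the data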;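 note: 0% = DMSO neutral controls and 100% = 20 µM radicicol positive controls; yeast relying on Plasmodium falciparum Hsp90 in place of its own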
PvdQ acylase: P. aeruginosa PvdQ acylase inhibition. inhibition, % at 10 µM. actives 0.063% (n = 340,000). purified PvdQ acylase, fluorescence plate reader. AID 488965; in the data active = inhibition above about 30%, passing the limit was not always enough;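 note: 0% = vehicle neutral wells and 100% = reference inhibitor wells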
Rtt109 HAT inh: inhibitors of Candida albicans Rtt109/Vps75 histone acetyltransferase; Q5AAJ8; purified Rtt109/Vps75, ThioGlo CoA-SH fluorescence, 4 h; inhibition, % at 34.9 µM; actives 0.16% (n = 330,000);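 active = inhibition of at least 50% in every replicate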
Target sequence (Q5AAJ8 whole entry, looked up): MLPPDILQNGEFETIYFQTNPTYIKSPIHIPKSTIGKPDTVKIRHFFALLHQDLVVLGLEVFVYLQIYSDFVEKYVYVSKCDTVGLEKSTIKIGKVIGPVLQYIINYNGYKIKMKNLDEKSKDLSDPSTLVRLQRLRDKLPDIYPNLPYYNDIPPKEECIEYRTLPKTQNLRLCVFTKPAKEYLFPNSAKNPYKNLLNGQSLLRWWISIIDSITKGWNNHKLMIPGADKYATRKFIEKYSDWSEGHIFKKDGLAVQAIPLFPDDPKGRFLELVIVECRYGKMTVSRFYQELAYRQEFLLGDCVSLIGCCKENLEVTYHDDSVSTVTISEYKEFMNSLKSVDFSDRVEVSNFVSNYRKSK
Active calls of the source: *; / = not tested or not shown.

SMILES	CAL PDZ FP	Wnt act	AddAB inh	phage Ecoli inh	Ecoli viability	Tat transport	DAGLB inhibitor	PfHsp90 set2	PvdQ acylase	Rtt109 HAT inh
CCCC(=O)Nc1ccc(C(=O)Nc2cc(C(F)(F)F)ccc2Cl)cc1	-0.3	/	0.7	3.1	0.0	-4	-2	8	-1	-17
Cn1c(NCCO)nc2c1c(=O)n(Cc1ccc(F)cc1)c(=O)n2C	-0.1	-3	0.2	1.0	-0.6	0	1	22	-7	-13
O=C(c1cccnc1)N1CCN(Cc2ccc3ccccc3c2)CC1	-1.3	0	-0.9	0.4	-1.3	-2	2	18	-4	-5
CCOc1cc(C2C(C(=O)OCC(C)C)=C(C)N=C3SCCC(=O)N32)ccc1OC(C)=O (stereo not given)	-1.1	/	0.5	1.0	-0.8	-5	-4	-26	8	12
Cc1cccc(OCC(O)CN2CCc3ccccc3C2)c1 (stereo not given)	-2.4	-3	2.2	-2.4	-0.6	6	1	0	-1	0
COC(=O)NC1CSCC1OC(=O)c1ccc(Br)cc1 (stereo not given)	-0.5	-4	1.1	4.1	-1.6	3	-1	6	-8	0
CCCN1CCN(C(c2cc3cc(OCC)ccc3[nH]c2=O)c2nnnn2C2CCCCC2)CC1 (stereo not given)	-3.7	/	-1.9	2.0	-2.1	1	-1	/	-1	-13
N#Cc1ccc(C(=O)N/N=C/c2cn(CC(=O)O)c3ccccc23)c(F)c1	0.3	0	3.7	3.3	-1.2	0	-2	18	-5	-1
O=C(NC1(C(F)(F)F)N=C2SCCN2C1=O)c1ccccc1F (stereo not given)	/	-3	1.1	0.9	0.2	/	/	/	/	/
CCCNC(=O)Cn1cc(S(=O)(=O)N2CCCC2)c(S(=O)(=O)N2CCCC2)c1	-2.1	-1	1.9	2.9	0.1	4	2	14	-12	8
COc1cc(/C=C/C(=O)NCC(=O)N2CCC(N(C)CCN3CCOCC3)CC2)ccc1OC(C)C	-1.6	-10	0.9	1.4	2.2	3	0	2	-4	/
COc1ccccc1NC(=S)N/N=C/c1cccc(C)c1	-2.6	0	3.8	0.5	1.5	-4	-9	-8	0	0
CCOc1ccc2[nH]c(=O)c(CN(CCO)C(=O)c3ccc(F)cc3)cc2c1	-0.8	/	0.5	2.6	2.4	-3	-1	14	-10	6
Cc1nc2cc(C(=O)O)ccc2n1-c1ccccc1	0.1	-7	-0.9	2.2	0.2	-4	-1	6	-4	-8
CC1(C)C(CO)=CC(=O)C2=C1SCC(=O)N2	-0.6	-1	2.3	2.4	-1.5	-6	1	-10	-5	-5
Cc1[nH]c2ccccc2c1/C=C(\C#N)S(=O)(=O)c1ccccc1	-1.9	/	0.8	1.6	2.1	7	-1	/	-5	-1
CCCn1c(NC(=O)C2CCN(C(=O)c3ccc(F)cc3)CC2)nc2ccccc21	-2.1	0	-2.3	-2.2	-3.6	-2	-3	8	5	0
CC(=O)c1sc(NC(=O)c2ccccc2C)nc1C	-0.6	9	-1.4	5.3	-1.6	-2	1	6	-14	5
CCCCOc1cccc(C(=O)NC(=S)Nc2cccc(NC(=O)c3ccccc3Cl)c2)c1	-0.1	/	3.5	4.2	0.6	-3	-5	12	-14	-20
Cc1nc(SCC(=O)Nc2ccccn2)n[nH]1	-0.8	3	3.0	3.4	-3.8	-10	3	6	-17	-15
COc1ccc(-c2noc(CCCC(=O)NCCc3ccccc3)n2)cc1OC	-1.6	-4	-1.9	3.3	-1.6	-5	-1	-40	-3	-5
CSc1nnnc2ccccc12	-0.2	-2	/	0.1	/	-2	0	6	-1	-2
O=C(NCc1cccs1)C1CCCN(S(=O)(=O)c2ccc3c(c2)OCO3)C1 (stereo not given)	/	/	0.6	0.9	-1.0	-12	-1	25	-8	12
S=C(NNC(=S)NC1CC2CCC1C2)NC1CC2C=CC1C2 (stereo not given)	-1.2	10	2.8	-0.8	-1.7	-17	/	-8	1	6
N/C(=N\OC(=O)Cc1ccccc1)c1ccc([N+](=O)[O-])cc1	0.1	7	5.6	2.6	-0.2	-10	-6	13	4	-2

Profiles, quoted from the list. Order of values: CAL PDZ FP	Wnt act	AddAB inh	phage Ecoli inh	Ecoli viability	Tat transport	DAGLB inhibitor	PfHsp90 set2	PvdQ acylase	Rtt109 HAT inh
CCCN1CCN(C(c2cc3cc(OCC)ccc3[nH]c2=O)c2nnnn2C2CCCCC2)CC1 (stereo not given) as listed: -3.7	/	-1.9	2.0	-2.1	1	-1	/	-1	-13
O=C(c1cccnc1)N1CCN(Cc2ccc3ccccc3c2)CC1 as listed: -1.3	0	-0.9	0.4	-1.3	-2	2	18	-4	-5

Next section.
SMILES	CAL PDZ FP	Wnt act	AddAB inh	phage Ecoli inh	Ecoli viability	Tat transport	DAGLB inhibitor	PfHsp90 set2	PvdQ acylase	Rtt109 HAT inh
Cc1ccc(C(=O)N/C(=C/c2ccc(N(C)C)cc2)C(=O)NCC2CCCO2)cc1 (stereo not given)	-2.7	-2	2.9	1.8	0.2	-3	-2	20	8	11
Clc1ccccc1Cn1nnc(-c2cccs2)n1	-1.2	/	1.2	4.0	2.2	2	-10	-42	-10	-7
C[C@@]12C(=O)N(CC3CCCO3)CC(=O)N1[C@H]1c3ccccc3OC[C@@H]1[C@@H]2c1ccccc1 (stereo not given in full)	-0.1	-1	2.5	3.3	-0.4	0	0	1	2	4
CC(C)c1nc(CNC(=O)CC2C(=O)NCCN2Cc2cccc(F)c2F)cs1 (stereo not given)	-0.1	-2	-0.6	1.6	-1.4	0	3	5	-6	-8
COc1cccc(NC(=O)C(OC(=O)c2ccccc2NS(=O)(=O)c2cccs2)c2ccccc2)c1 (stereo not given)	-1.5	3	3.0	3.7	0.0	-8	-1	-36	-6	/
CCc1nnc(NS(=O)(=O)c2ccc(NC(=S)NC(=O)/C=C/c3cccs3)cc2)s1	-2.8	-1	/	2.8	/	4	/	-28	-3	20
Nn1cnc2scc(-c3ccco3)c2c1=O	-2.2	0	2.0	1.7	-0.9	1	-2	-7	2	13
COc1ccc2oc(C(=O)Nc3nc(C)cs3)c(C)c2c1	-1.8	51*	0.9	2.1	0.2	-2	-8	-2	9	10
COC(=O)c1c(NC(=O)c2ccc(C)cc2)csc1C	-1.2	36*	-0.2	1.5	-0.4	1	-21	-3	-7	-2
O=C(N/N=C\c1ccc(Oc2ccccc2)cc1)c1csnn1	-0.4	-1	-1.9	2.3	-1.5	-3	-2	-23	-8	-11
O=C(COC(=O)c1ccc(F)cc1F)Nc1cc(S(=O)(=O)N2CCOCC2)ccc1Cl	-2.5	-2	/	5.1	/	-2	-2	-30	-7	8
CCOC(=O)c1cc2c(=O)n3ccccc3nc2n(CC(C)C)c1=NC(=O)c1c(-c2c(F)cccc2Cl)noc1C	-0.9	/	2.2	1.9	-2.3	-9	2	16	2	-70
Cc1ccc(S(=O)(=O)N2CCC(=O)N(CCOCc3ccccc3)CC2)cc1	0.2	-1	3.7	3.3	1.0	5	3	-2	0	-4
O=C(CSc1nn(-c2ccccc2)c(=S)s1)NC(=O)NCc1ccco1	-0.3	/	2.6	2.4	0.1	-6	-2	-19	1	-7
NC(=O)[C@H]1CC2(CC(c3cccc(NC(=O)COc4ccc(Cl)cc4)c3)=NO2)CN1C(=O)CC(c1ccccc1)c1ccccc1 (stereo not given in full)	-1.2	-4	-0.2	2.9	-3.6	4	-2	-8	-7	-9
O=C(CC1SC(=Nc2ccccc2)N(CCc2c[nH]c3ccccc23)C1=O)Nc1ccccc1F (stereo not given)	-3.5	-2	2.3	2.4	2.9	-4	-1	-3	0	0
O=C(COc1ccccc1Br)c1ccc2c(c1)OCO2	-3.2	13	6.6	1.3	3.0	3	-5	-1	11	-2
C=CC[C@@H](CC(=O)N(CCO)Cc1ccccc1)C(=O)N[C@@H](C)COC(=O)[C@@H](CC=C)CC(=O)OC(C)(C)C	-0.1	-2	4.8	-5.3	-1.3	9	-3	-2	-12	-6
CN1C(=O)CC(c2ccco2)Sc2ccccc21 (stereo not given)	-2.1	5	0.4	1.2	-1.5	1	-1	1	-12	8
CCOC(=O)c1c[nH]c2c(C)cc(C)cc2c1=O	-0.3	/	-0.7	4.2	-1.0	-6	1	/	-5	9
CCCCn1nc(NC(=O)CCC)c2cc3cc(OC)ccc3nc21	1.2	15	-0.7	0.2	-1.4	5	-1	10	-13	-12
Nc1ccc2c(c1)C(=NO)c1ccccc1-2	-0.2	-2	/	1.3	/	3	9	-6	3	-5
CCc1c(C(=O)N/N=C/c2cccs2)nnn1-c1nonc1N	-1.1	4	1.6	1.8	1.5	-2	0	5	1	-2
CCC1CCCCN1C/C=C/c1ccccc1[N+](=O)[O-] (stereo not given)	0.0	-1	-0.6	2.3	-1.1	-5	-1	-20	-11	-7
COc1ccc(NC2=C3CCCC=C3N(c3ccc(OC)cc3)C2=O)cc1	-0.5	13	5.0	4.4	1.3	4	1	-7	-9	24

Limited to Tat transport, for some of the entries so far:
| structure | Tat transport |
| --- | --- |
| CCCCn1nc(NC(=O)CCC)c2cc3cc(OC)ccc3nc21 | 5 |
| CCc1c(C(=O)N/N=C/c2cccs2)nnn1-c1nonc1N | -2 |
| COc1ccc(NC2=C3CCCC=C3N(c3ccc(OC)cc3)C2=O)cc1 | 4 |
| CN1C(=O)CC(c2ccco2)Sc2ccccc21 (stereo not given) | 1 |
| COc1cccc(NC(=O)C(OC(=O)c2ccccc2NS(=O)(=O)c2cccs2)c2ccccc2)c1 (stereo not given) | -8 |
| C[C@@]12C(=O)N(CC3CCCO3)CC(=O)N1[C@H]1c3ccccc3OC[C@@H]1[C@@H]2c1ccccc1 (stereo not given in full) | 0 |

Following part:
SMILES	CAL PDZ FP	Wnt act	AddAB inh	phage Ecoli inh	Ecoli viability	Tat transport	DAGLB inhibitor	PfHsp90 set2	PvdQ acylase	Rtt109 HAT inh
Cc1nonc1OCCN1CCN(c2ccccc2[N+](=O)[O-])CC1	-2.5	-11	4.7	2.8	0.3	6	2	-8	-4	-3
O=C(COC(=O)/C=C/c1ccc(OC(F)F)cc1)NC1CCCC1	0.2	0	-1.6	0.3	0.7	-4	-2	0	-12	2
CSc1nn2c(C)c(C)c(C)nc2c1C#N	0.7	1	4.3	-2.6	0.5	8	-1	16	-22	-9
COc1cccc(CC(NC(C)=O)C(=O)NC2CCN(c3ncccc3[N+](=O)[O-])CC2)c1 (stereo not given)	/	-2	2.3	5.5	3.1	/	/	/	/	/
CCOC(=O)c1cc(C(=O)NCc2ccc(Cl)cc2Cl)nn1C	-2.1	1	0.2	2.8	-0.7	-5	-8	8	1	0
O=C(Nc1ccc(-n2cnnn2)cc1)C(c1ccccc1)c1ccccc1	-2.1	0	-1.2	2.4	0.5	-3	-1	-105	-9	-3
Cc1cc(S(=O)(=O)NCC2CCCO2)c(C)cc1Br (stereo not given)	0.3	-2	1.5	3.7	0.4	1	-1	-21	-16	9
COc1c(-c2ccc(O)cc2)oc2cc(O)cc(O)c2c1=O	-1.4	-1	4.2	0.7	-4.5	3	-2	4	-2	19
COC(=O)Cc1[nH]n(-c2ccccc2)c(=O)c1C=Nc1ccc(C)cc1	0.3	3	6.2	1.5	3.3	-3	-1	-16	4	7
O=C(CN1C(=O)NC2(CCc3ccccc32)C1=O)NCc1ccc(Cl)cc1 (stereo not given)	-0.3	-2	2.2	0.9	-0.3	4	-5	6	0	19
CCCCNC(=O)C1c2cc(OC)c(OC)cc2C(=O)N(C)C1c1cccs1 (stereo not given)	-0.9	0	2.4	1.4	-1.1	4	0	/	-15	-7
O=C(CCC(=O)OCC(F)(F)C(F)F)Nc1ccc(Cl)cc1	-0.3	-4	-2.5	2.6	-0.3	-2	-1	/	-8	-24
COC(C(=O)Nc1ccc(S(=O)(=O)N2CCCCC2)cc1)c1ccccc1 (stereo not given)	-1.4	-1	2.7	2.5	4.3	9	-4	2	8	14
N/C(=N\OC(=O)Cc1ccccc1[N+](=O)[O-])c1ccc(Br)cc1	-2.1	0	0.2	3.8	0.7	-5	-6	-55	-2	-17
